Tau fibril ThT – tau fibrillization inhibition (ThT binding); AID 1460; recombinant tau K18 P301L, heparin-induced fibrillization, ThT fluorescence; Potency, µM (doses to about 57.4 µM), without a hit: top-dose activity, negative = inhibition, hits mostly inhibitors; P10636; actives 2.1% (n = 270,000); further: on the % scale 0 is the no-effect control and ±100 the full control effect; nearly all actives have a fitted effect of over 55% in size
Target sequence (P10636 561-689 P618L limits assumed): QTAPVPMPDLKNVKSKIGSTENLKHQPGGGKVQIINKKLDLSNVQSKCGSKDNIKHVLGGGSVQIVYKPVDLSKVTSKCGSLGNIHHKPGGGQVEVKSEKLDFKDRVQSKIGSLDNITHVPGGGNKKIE
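Heparin-induced (20 uM) aggregation of recombinant human K18 P301L tau, 15 uM unlabeled with 0.24 uM labeled, pH 7 acetate buffer, 6 hr at 37 C with compound. Fibrils quantified by 30 uM ThT fluorescence after 1 hr ambient incubation.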
KDM4E inh – blocks human JMJD2E demethylase activity; B2RXH2; actives 1.6% (n = 230,000); Potency, µM (top dose mostly 57.1 µM), for the others: at the top dose activity change, negative = inhibition, actives largely listed as inhibitors; JMJD2E catalytic domain, FDH-coupled NADH fluorescence (FDH is formaldehyde dehydrogenase); active means well fitted inhibition curve with a large enough effect, not every such curve was filed as active; inconclusive means small, poorly fitted or top-dose-only effect, or another doubt; inactive means no such curve, though single readings can be large or run the other way;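 further: 0% = wells with enzyme and -100% = buffer wells without enzyme; nearly all actives have a fitted effect of over 50% in size; many of its hits are not listed in these tables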
Target sequence (B2RXH2 1-337 limits assumed): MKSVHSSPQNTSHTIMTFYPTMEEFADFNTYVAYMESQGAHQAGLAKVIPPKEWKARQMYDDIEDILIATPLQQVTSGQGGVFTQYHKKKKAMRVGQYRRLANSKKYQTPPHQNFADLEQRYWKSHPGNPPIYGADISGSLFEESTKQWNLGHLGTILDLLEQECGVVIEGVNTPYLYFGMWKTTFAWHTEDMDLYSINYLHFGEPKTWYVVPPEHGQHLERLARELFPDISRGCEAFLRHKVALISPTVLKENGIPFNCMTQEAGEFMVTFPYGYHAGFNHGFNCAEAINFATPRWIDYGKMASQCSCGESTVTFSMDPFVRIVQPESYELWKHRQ
ALDH1A1 inh – blocks purified human ALDH1A1 activity; P00352; actives 7.3% (n = 220,000); Purified ALDH1A1, NADH fluorescence, propionaldehyde substrate; Potency, µM (highest dose often 75.3 µM), for inactives: at the top dose activity, negative = inhibition, usual class: inhibitors; active means well fitted inhibition curve with a large enough effect, not every such curve was filed as active; inconclusive means small, poorly fitted or top-dose-only effect, or another doubt; inactive means no such curve, though single readings can be large or run the other way;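 further: plate controls were no enzyme wells and a reference inhibitor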
Target sequence (P00352 whole entry, looked up): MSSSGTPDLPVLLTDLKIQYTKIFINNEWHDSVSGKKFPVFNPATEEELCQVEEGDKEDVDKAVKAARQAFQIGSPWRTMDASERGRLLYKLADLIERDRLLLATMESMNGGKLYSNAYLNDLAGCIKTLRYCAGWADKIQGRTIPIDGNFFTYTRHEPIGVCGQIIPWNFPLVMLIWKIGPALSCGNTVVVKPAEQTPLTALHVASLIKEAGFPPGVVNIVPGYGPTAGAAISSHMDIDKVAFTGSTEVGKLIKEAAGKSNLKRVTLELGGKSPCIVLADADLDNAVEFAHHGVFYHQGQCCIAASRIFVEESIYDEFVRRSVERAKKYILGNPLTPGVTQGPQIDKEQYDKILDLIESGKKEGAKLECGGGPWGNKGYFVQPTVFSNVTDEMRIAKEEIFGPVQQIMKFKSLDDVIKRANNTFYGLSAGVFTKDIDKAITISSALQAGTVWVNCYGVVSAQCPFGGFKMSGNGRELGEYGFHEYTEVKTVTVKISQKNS
HTT ATP protect – protects HTT-Q103 PC12 cells, measured by ATP; PC12 HTT-Q103 induced, cytoprotection, ATP luminescence, 40 h; Potency, µM (series often up to 56.4 µM), for inactives: cytoprotection (ATP increase), actives largely listed as activators; actives 0.14% (n = 230,000);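 further: % of control where 0% means no effect; nearly all actives have a fitted effect of over 45% in size; toxic huntingtin expression switched on by the ecdysone agonist tebufenozide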
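ATP quantification (ATPlite) reports survival of PC12 cells in which tebufenozide, 100 nM final, switches on Htt exon 1 with 103 glutamines linked to GFP; compounds are titrated.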
Tau FP inhib – tau fibrillization inhibition (FP). actives 0.39% (n = 280,000). P10636. K18 P301L tau heparin fibrillization, Alexa594 FP, 6 h. Potency, µM (highest dose often 57.7 µM), for inactives: at the highest dose activity, negative = inhibition, hits mostly inhibitors; further: on the % scale 0 is the no-effect control and ±100 the full control effect; nearly all actives have a fitted effect of over 55% in size
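Compound effects on tau fibrillization are measured by Alexa 594 fluorescence polarization (ex 555, em 632 nm). K18 P301L tau is used at 15 uM with 0.24 uM labeled tracer, and 20 uM heparin induces aggregation over 6 hr at 37 C.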
Tau fluor counter – counter-screen for tau fibril formation inhibitors; Potency, µM (titrated, usually from 57.7 µM), inactives show at the highest dose activity change, negative = decrease; actives 0.93% (n = 280,000); tau K18 P301L (four-repeat tau fragment) Alexa594 fluorescence, heparin fibrillization; further: on the % scale 0 is the no-effect control and ±100 the full control effect; nearly all actives have a fitted effect of over 55% in size
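Human K18 P301L tau (15 uM unlabeled plus 0.24 uM Alexa 594-labeled, final) in 100 mM sodium acetate pH 7 was mixed with compound and 20 uM heparin and incubated 6 hr at 37 C.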
HttQ103 aggreg – reduces HttQ103-GFP aggregates in PC12 cells | PC12 HttQ103-GFP aggregates, Acumen cytometry, 40 h | Potency, µM (doses to about 46.1 µM), without a hit: at the top dose activity change, negative = inhibition, actives largely listed as inhibitors | actives 1.1% (n = 220,000) | AID 1688; further: on the % scale 0 is the no-effect control and ±100 the full control effect; nearly all actives have a fitted effect of over 60% in size
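Steps: seed 1500 PC12 HTTQ103-GFP cells/well; add tebufenozide, 100 nM final; add compound titration; add ATPLite reagent; quantify GFP aggregates by laser scanning cytometry.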
SMN2 splice up – increases expression of the SMN2 splice variant; actives 2.8% (n = 210,000); HEK293 SMN2-luciferase splicing reporter, luminescence, 30-36 h; Potency, µM (series often up to 46.1 µM), for inactives: top-dose activity change, positive = activation, actives largely listed as activators; AID 1458; further: % of control where 0% means no effect; nearly all actives have a fitted effect of over 55% in size
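HEK293 cells carry an SMN2 […]–luciferase reporter in which exon 7 inclusion puts luciferase in frame. Cells were plated 10-12 h before compound addition, then incubated 30-36 h at 37C. ONE-Glo luminescence was read; sodium butyrate at 4.5 mM final served as control.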
Active calls of the source: *; ? = inconclusive; nt = no result given; & = joins results of further samples; [ ] = remark or other dose. Unless noted, the call rests on the fitted dose curve; in most records, active means well fitted curve in the direction sought with a large enough effect; inconclusive means small, poorly fitted or top-dose-only effect, or another doubt; inactive means no such curve, though single readings can be large; an effect the other way counts as inactive or inconclusive. Potency means the concentration at half of the fitted maximal effect. These rows are one share of the data, so the mix of outcomes need not match the whole.

SMILES	Tau fibril ThT	KDM4E inh	ALDH1A1 inh	HTT ATP protect	Tau FP inhib	Tau fluor counter	HttQ103 aggreg	SMN2 splice up
COc1ccc(C2(O)CCN(C(=O)c3ccc4c(c3)OCO4)CC2)cc1	0%	1%	-13%	16%	-7%	-1%	24%	?
CCn1c2ccccc2c2cc(NC(=O)c3coc(=O)c(Br)c3)ccc21	-17%	?	?	-28%[10 µM]	6%	?	-7%[9.22 µM]	nt
COc1ccc(S(=O)(=O)Nc2ccc(-n3cccc3)cc2)cc1	-1%	?	?	-14%	?	?	-10%	5%
CC1=CCC2C(=O)N(c3ccc4ccccc4n3)C(=O)C2C1 (stereo unspecified)	-20%	-2%	-3%	10%[10 µM]	5%	-8%	27%	3%
CCn1c(=N)n(CCOc2ccc(OC)cc2)c2ccccc21	-10%	-6%	-3%	-23%	-1%	0%	-18%	nt
CC1=C(C(=O)Nc2ccccc2)C(c2cccnc2)n2nc(SCc3ccccc3Cl)nc2N1 (stereo unspecified)	6%	nt	nt	nt	-12%	0%	nt	1%
N=C(CC(O)COc1ccccc1-c1ccccc1)N1CCCCC1 (stereo unspecified)	?	nt	-3%	-5%	-1%	-21%	nt	-29%
O=C(Cc1ccccc1)Nc1nc2ccc(Cl)cc2c2nc(-c3ccco3)nn12	-9%&-4%	-104%	-19%	-23%&-2%	-5%&0%	-12%&-2%	nt	-7%
Clc1ccc(C(c2ccccc2)N2CCN(c3ccccn3)CC2)cc1 (stereo unspecified)	-12%	?	3%	9%[10 µM]	-4%	-9%	14%[9.22 µM]	nt
Cc1n[nH]c(C)c1Sc1ccccc1N=Cc1cc([N+](=O)[O-])ccc1O	-20%	0%	3%	-7%	1%	-8%	-18%	1%
CN(C)c1ccc(Nc2c3c4c(cccc4n(C)c2=O)C(=O)c2ccccc2-3)cc1	?	-15%	0%	-37%[10 µM]	8%	?	?	-50%[inhibitor]
COc1ccc(C(=O)N2CCCC(c3nc(-c4cc(OC)c(OC)c(OC)c4)no3)C2)cc1 (stereo unspecified)	-17%	0%	11%	-11%[10 µM]	8%	-10%	11%	-9%
COC(=O)c1sc(-c2ccc(C(C)(C)C)cc2)cc1NC(=O)CSCC(=O)O	nt	?	nt	-6%[10 µM]	6%[0.0958 µM]	15%[0.0958 µM]	17%[9.22 µM]	nt
COc1ccccc1C(=O)NNC(=O)c1ccccc1[N+](=O)[O-]	-4%	6%	12%	5%[10 µM]	13%	0%	-20%	-16%[1.84 µM]
O=C(CSc1nnnn1C1CCCCC1)Nc1ccc(F)cc1	-1%	11%	?	9%[10 µM]	-6%	-4%	-12%[9.22 µM]	nt
O=C(CSc1nc(O)c(Cc2ccccc2)c(=O)[nH]1)N1CCOCC1	nt	-5%	nt	-10%[10 µM]	-4%	-18%	-2%[9.22 µM]	nt
O=C(O)c1[nH]c2ccc(Cl)cc2c1CC(=O)N1CCN(c2ccccc2)CC1	-8%	-7%	-10%	0%	5%	5%	6%	nt
O=C(NC1(C(F)(F)F)NC(=O)N(C2CCCCC2)C1=O)C1CC1 (stereo unspecified)	2%	-3%	8%	-7%[10 µM]	6%	1%	9%[9.22 µM]	nt
O=C(/C=C/c1ccc(F)cc1)NCCC1=CCCCC1	-15%	3%	-12%	25%	3%	-11%	-2%	?
CCCCN(CC)CCCNC(=O)c1cc2c(=O)oc3ccc(C)cc3c2s1	1%	nt	nt	nt	0%	-5%	nt	9%
CC1(C(=O)NC(=S)NNC(=O)c2ccncc2)CCCCC1	2%	-1%	-15%	15%[1.9 µM]	-1%	-1%	15%	-25%
CCOc1ccc(S(=O)(=O)c2c(C(=O)c3ccccc3)cnc3cc4c(cc23)OCCO4)cc1	-6%	?	?	26%[10 µM]	?	-17%	?	nt
O=C(OCc1cc(Cl)ccc1OC(F)F)c1cncc(Br)c1	-9%	0%	7%	11%	-3%	-10%	-22%	0%
N#Cc1cccc(-c2cncnc2-n2ccnc2)c1	-12%	-11%	8%	12%	-7%	-5%	nt	-14%
CCCCn1c(O)c(/C=C2\C=NN=C2c2ccccc2)sc1=S	-11%	5%	9%	3%[10 µM]	11µM*	?	16%	-17%
CCOc1cc(N2CCOCC2)c(OCC)cc1NC(=O)Cn1[nH]c(=O)c2ccccc2c1=O	-8%&-19%	-7%&-20%	6%	-9%	-5%&5%	0%&-8%	23%	7%
CCCCC(=O)OC1=C(C(=O)c2ccccc2)N(CC)S(=O)(=O)c2ccccc21	?	nt	nt	nt	9%	-9%	nt	-36%[inhibitor]
COc1ccc(C2(O)CCN(CC(=O)Nc3nc(-c4ccccc4)cs3)CC2)cc1	-19%	11%	6%	-40%[inhibitor]	7%	-29%	?	-53%[inhibitor]
NC1=NC(=O)/C(=C\c2cccs2)S1	-20%	-2%	13%	10%[10 µM]	-1%	-4%	-10%	3%
COc1ccc(NC(=S)Nc2ccc3cn[nH]c3c2)cc1	?	?	?	-19%	-13%	-25%	-30%	-3%
O=C(COc1ccc(-c2nnco2)cc1)NCc1ccccc1Cl	-5%	-5%	-4%	-5%[10 µM]	-5%	-5%	2%	nt
COc1ccc(NC(=S)N(CCN2CCOCC2)Cc2ccccc2F)cc1	-5%	-5%	-7%	-69%[inhibitor]	-5%	-11%	-1%	-5%
O=[N+]([O-])c1cccc(-c2noc(-c3cccs3)n2)c1	?	-3%	nt	17%[10 µM]	4%	-25%	9%[9.22 µM]	nt
COc1ccc(CNC(=O)NC(C)(C)c2cccc(C(C)(C)NC(=O)NCc3ccc(OC)cc3)c2)cc1	0%	3%	13%	9%[10 µM]	-1%	7%	11%	17%
CC(=O)c1ccc(NC(=O)N2CCN(c3cccc(Cl)c3)CC2)cc1	?	-8%	6%	-8%[0.074 µM]	-6%	?	?	-1%
COc1cccc(NC(=O)Cn2cc3c(n2)CCCCC3)c1	7%	-4%	?	5%	-1%	2%	10%	-6%
O=S(=O)(/N=C(/Nc1ccccn1)c1ccccc1)c1ccc(Cl)cc1	-14%	7%	-5%	-19%	-2%	-6%	-8%	?
c1ccc(-n2c(SCc3nc(-c4cccs4)no3)nnc2-c2ccco2)cc1	-17%	?	7.1µM*	-22%	-1%	-10%	?	-26%
CCCCNS(=O)(=O)c1ccc2c(c1)oc(=O)n2CC(=O)OCC	-9%	5%	2%	-1%	7%	-9%	-10%	15%
CCC(C)NC(=O)C1CCN(S(=O)(=O)c2cccs2)CC1 (stereo unspecified)	-11%	-2%	-2%	-3%	2%	-16%	3%	11%
CC(=O)N1CCc2cc(C(=O)CN3CCCN(Cc4ccc(F)cc4)C3)ccc21	?	-12%	?	-1%	?	-9%	15%	-13%
O=C(Cn1cnc2scc(-c3cccc([N+](=O)[O-])c3)c2c1=O)NCc1ccco1	-21%	-4%	-5%	-1%	8%	-18%	-21%	-14%
CC(C)CNC(=O)NC(=O)COC(=O)c1cc(F)cc(F)c1	-1%	4%	3%	5%[10 µM]	2%	-5%	-11%	0%
Cc1ccc(C)c(S(=O)(=O)Nc2ccc(O)c(Sc3ncn[nH]3)c2)c1	nt	-11%	nt	12%[10 µM]	-5%	-23%	34%[9.22 µM]	nt
CC(CCc1ccccc1)NC(=O)CN(C)Cc1ccccc1F (stereo unspecified)	-10%	7%	-5%	-36%[inhibitor]	5%	-4%	3%	0%
Cc1ccc2c(n1)sc1c(-c3ccc(Br)cc3)c(C#N)c(N)nc12	3%	?	?	-21%	-6%	?	14%	-16%
CCOC(=O)CCc1c(C)c2c(C)nn(-c3ccccc3)c2[nH]c1=O	0%	1%	-3%	5%[10 µM]	-2%	-3%	-3%	4%
CCOC(=O)c1nn(-c2ccc(F)cc2)c2c1CC/C2=C/c1ccccc1	-3%	?	?	0%[10 µM]	0%	-2%	11%	5%
O=[N+]([O-])c1ccc(Cc2nnc(-c3ccccc3Cl)o2)cc1	-16%	?	-5%	-178%[inhibitor]	-3%	-25%	-10%	-18%
O=C(O)CN(c1ccc(F)cc1)S(=O)(=O)c1ccc2c(c1)OCCO2	-11%	6%	6%	3.2µM*	-14%	-10%	nt	-4%
Cc1ccc(NC(=O)C(c2ccccc2)C2CCCC2)cc1 (stereo unspecified)	-2%	7%	0%	15%[10 µM]	-6%	-18%	-25%	-18%
CC(=O)OCC1=C(C(=O)O)N2C(=O)C(NC(=O)C(C)Cn3cc(Cl)cn3)C2SC1 (stereo unspecified)	?	-2%	-5%	9%	?	-12%	-5%	6%
CCN(CC)CCCNC(=O)c1ccc2c(=O)n(Cc3ccc4c(c3)OCO4)c(=S)[nH]c2c1	?	-3%	-10%	?	?	?	-12%	-28%
CCc1ccc(NC(=O)COC(=O)c2ccc(Cl)c(S(=O)(=O)N3CCCCCC3)c2)cc1	-2%	6%	7%	-13%[10 µM]	-26%	?	0%	8%
O=C(Nc1ccccc1N1CCOCC1)c1cc(Br)c(Br)s1	12%	4%	0%	7%[10 µM]	-1%	9%	0%	-3%
Cc1ccc(NC(=S)Nc2ccccn2)c(C)c1	?	-1%	nt	-12%[10 µM]	-7%	-26%	7%[9.22 µM]	nt
Cc1nn(-c2ccccc2)c(Cl)c1/C=N/Nc1nc2ccccc2n1C	?	-5%	12%	nt	4%	?	-8%	11µM*
O=C(C1CCCN1S(=O)(=O)c1cccc2cccnc12)N1CCc2ccccc2C1 (stereo unspecified)	-10%	-3%	-3%	-12%	1%	-3%	1%	-2%
COCCn1nnnc1C(c1cc(OC)ccc1OC)N1CCc2ccccc2C1 (stereo unspecified)	-12%	-3%	3%	-9%	3%	-7%	-9%	nt
O=C(CSc1nnc(-c2ccc(F)cc2)c2ccccc12)Nc1cccc(Cl)c1	-9%	-1%	10%	-11%[10 µM]	11%	-28%	-9%	-10%
